# MPTP block = inhibitors of mitochondrial permeability transition pore | hit rate 1.4% among 360,000 | inhibition, % at 10 µM | isolated mouse mitochondria, Ca2+ swelling absorbance, 30 min;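 active means inhibition of 50% or more, scaled per plate between neutral and stimulator controls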;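 further: 0% = DMSO wells given calcium and 100% = 1 mM EGTA wells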
# SENP8 inh = blocks human SENP8 cleavage of Nedd8 substrate; Q96LD8; recombinant SENP8, Nedd8 substrate fluorescence; inhibition, % at 20 µM; hit rate 0.64% among 360,000; in the data active means inhibition mostly above about 40%, no sharp cut-off; inactive means mostly below about 27%
# Target sequence (Q96LD8 whole entry, looked up): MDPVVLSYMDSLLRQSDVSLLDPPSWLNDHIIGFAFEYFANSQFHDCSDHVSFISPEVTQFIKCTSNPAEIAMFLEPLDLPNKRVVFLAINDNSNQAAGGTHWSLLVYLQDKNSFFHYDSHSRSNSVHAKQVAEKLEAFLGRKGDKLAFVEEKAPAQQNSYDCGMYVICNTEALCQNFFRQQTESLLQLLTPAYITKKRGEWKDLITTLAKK
# Numbers without * were called inactive; i = inactive. Some of the compounds tested; the hit share may differ from the screen's.
cpd	SMILES	MPTP block	SENP8 inh
1	O=C(NC1CCCC1)C(C1CC1)n1c(C2CC2)nc2ccccc21 (configuration not stated)	6.9	7
2	CN(C)c1ccccc1-c1cc(NC=O)c2ncc(-c3cccc(C(F)(F)F)c3)n2c1	2.8	-334
3	CCN(CC)c1ncnc2c1ncn2[C@H]1CN(Cc2ccc3c(c2)OCO3)C[C@@H](CO)O1	-1.0	3
4	CC(C)C[C@H]1CN(CCCC[C@@H]2CNC(=O)C(=O)N2Cc2ccccc2)C(=O)C(=O)N1CCc1ccc(O)cc1	-1.0	20
5	CC(C)(C)OC(=O)N(CC1CCNCC1)C(=O)c1[nH]c(C(F)(F)F)nc1-c1ccccc1	-2.5	16
6	Cn1ccc2c(N3CCCCCCC3)cc3c(c21)C1CCC3O1 (configuration not stated)	-0.7	7
7	COc1ccccc1-c1cnc(C(O)c2ccc(SC)cc2)[nH]1 (configuration not stated)	0.2	12
8	CCOC(=O)[C@]12CCC=C1N(Cc1ccco1)C(=O)[C@H](CC(=O)NCc1ccc(C)o1)C2	-0.2	6
9	CC1(C(=O)NS(=O)(=O)C2CC2)CCCN(C(=O)c2ccccc2)C1 (configuration not stated)	-0.7	21
10	CN(C)C1CN(Cc2cn(Cc3cccc(Cl)c3)nn2)S(=O)(=O)C1 (configuration not stated)	-0.8	14
11	COc1ccc(CN2C(=O)CSCC2(C)C(=O)NCc2ccccc2)cc1 (configuration not stated)	-1.0	18
12	CC(=O)Nc1ccc(-c2ccnc3c2CC(C)(C(=O)Nc2ccc(Cl)cc2)O3)cc1 (configuration not stated)	-0.2	-11
13	COc1ccc(OC2(C)CCN(Cc3ccc(-c4ccccc4)o3)C2)cc1 (configuration not stated)	1.5	1
14	COc1ccc(-c2cc3nc(NCCOc4ccccc4)ccn3n2)cc1	-1.0	i
15	CCNC(=O)C1(C)CCCN1Cc1ccccc1Cl (configuration not stated)	1.6	17
16	Cc1cn([C@H]2C[C@H](O)[C@@H](/C=C/C(=O)NCCC(C)C)O2)c(=O)[nH]c1=O	-1.7	19
17	CNc1cccc(-c2ccccc2CO)n1	-1.2	-90
18	O=C(NCC1CCCCC1)c1cc(-c2cc(F)ccc2OCC2CCCO2)n[nH]1 (configuration not stated)	0.1	23
19	Cc1cc(C(O)c2ncc(-c3ccccc3C)[nH]2)ccc1F (configuration not stated)	2.5	19
20	CCOC(=O)C1=CC[C@@H](c2ccccc2)N(S(=O)(=O)c2ccc(C)cc2)[C@H]1c1cccc(OC)c1	0.3	15
21	CCCCCc1c(Cc2ccccc2)ncn1CCc1ccccc1OC	86*	7
22	COc1ccc(OC)c(NC(=O)C2(C)CCN2Cc2ccccc2OC(F)F)c1 (configuration not stated)	-1.6	6
23	COc1ccc([C@H]2CC(=O)C[C@@H](CCn3ccnn3)O2)cc1	0.0	15
24	Cc1cc(C)cc(CC(=O)N2CCC2(C)C(=O)NS(=O)(=O)c2ccc(Cl)s2)c1 (configuration not stated)	-0.1	11
25	CCC(C)CN1C(=O)CSCC1(C)C(=O)NCc1ccccc1 (configuration not stated)	-0.6	10
26	O=S1(=O)CC(N2CCCCC2)CN1Cc1cn(Cc2ccc(C(F)(F)F)cc2)nn1 (configuration not stated)	0.3	11
27	CC(CC(=O)Nc1ccc2c(c1)c(=O)n(C)n2Cc1ccc(Cl)cc1)C(F)(F)F (configuration not stated)	-0.3	-479
28	COC(=O)c1ccc(N2C(c3ccsc3)=Cc3cc4c(cc3C2CC(=O)c2ccco2)OCO4)cc1 (configuration not stated)	0.0	-45
29	COc1ccc(OC)c(NC(=O)C2(C)CCN2Cc2ccc(OC)c3ccccc23)c1 (configuration not stated)	-0.8	15
30	O=C(Nc1cccc(F)c1)Nc1nnc([C@@H]2O[C@H](CO)[C@@H](O)[C@H]2O)s1	-1.8	13
31	COc1ccccc1C(=O)N1CCCC(C)(C(=O)NS(=O)(=O)C2CC2)C1 (configuration not stated)	0.6	14
32	C=CCN(CC=C)Cc1cc(=O)oc2cc(C)ccc12	0.6	-1
33	Cc1ccc(CN2C(=O)C(Cc3ccccc3)Nc3ncnc(N4CCOCC4)c32)cc1 (configuration not stated)	1.3	-3
34	Cc1ccc(S(=O)(=O)Nc2ccccc2OC(C(=O)OC(C)(C)C)C(=O)OC(C)(C)C)cc1	1.4	25
35	CC(C)(C)S(=O)N1Cc2cc(C(=O)NCc3ccc4c(c3)OCO4)nc(-c3cccc(-c4ccncc4)c3)c2[C@H]1CCO (some centres not stated)	-1.7	3
36	Nc1ccn(C(C=O)CC(C=O)CO)c(=O)n1 (configuration not stated)	-1.6	8
37	CC(C)(C)C1CCN2CCCC(c3ccc([N+](=O)[O-])cc3)(C1)C21OCCO1 (configuration not stated)	2.4	12
38	O=c1ccoc2ccccc12	-1.7	-3
39	CCc1nc2c(OCc3ccc(Cl)cc3)cccn2c1N(C)C(=O)c1ccccc1F	1.3	11
40	CSCCC(c1nnnn1C(C)(C)C)N1CCN(C/C=C/c2ccccc2)CC1 (configuration not stated)	0.0	12
41	Cn1ccc2c(-c3ccc(C(C)(C)C)cc3)cc3c(c21)C1CCC3C1 (configuration not stated)	2.0	-221
42	COc1cc(OC)cc(C2=Cc3ccc(OC)cc3C(CC(C)=O)N2c2ccc(C#CC3(N)CCCCC3)cc2)c1 (configuration not stated)	4.2	-385
43	O=C1NC[C@H](CCCCN2C[C@H](Cc3ccccc3)N(Cc3ccccc3)C(=O)C2=O)N(CCc2ccccc2)C1=O	0.7	26
44	O=C(NCc1cccs1)C1C(=O)Nc2ccccc2C(=O)N1C1CCCC1 (configuration not stated)	-1.0	-69
45	Cc1cc(Cl)ccc1C(O)c1ncc(-c2cccc3ccccc23)[nH]1 (configuration not stated)	4.6	i
46	CC(C)Sc1nc(-c2cccs2)nc2cc(Cl)ccc12	5.4	-206
47	CC(C)NC(=O)C1(C)CCN1C(=O)c1ccc2c(c1)OCO2 (configuration not stated)	-0.7	4
48	C[C@@H](CO)NC(=O)[C@H]1O[C@@H](n2ccc(=O)[nH]c2=O)[C@H](O)[C@@H]1O	-0.4	18

# Quoted at random: two compounds from above.
cpd	SMILES	MPTP block	SENP8 inh
47	CC(C)NC(=O)C1(C)CCN1C(=O)c1ccc2c(c1)OCO2 (configuration not stated)	-0.7	4
48	C[C@@H](CO)NC(=O)[C@H]1O[C@@H](n2ccc(=O)[nH]c2=O)[C@H](O)[C@@H]1O	-0.4	18

# The results go on:
cpd	SMILES	MPTP block	SENP8 inh
49	NC(CO)c1csc(Nc2ccc(C(F)(F)F)cn2)n1 (configuration not stated)	4.5	-68
50	CN(C)c1ncnc2c1ncn2[C@H]1CN(Cc2cccnc2)C[C@@H](CO)O1	0.4	11
51	CC(C)(C)OC(=O)N1CCC[C@@H]1C(=O)NCc1ccccc1Cl	-1.0	17
52	CCc1nc2c(OCc3ccccc3C(=O)OC)cccn2c1N(C)C(=O)c1ccncc1	-0.4	8
53	COc1cc(-c2ccc(N3C(c4ccsc4)=Cc4ccccc4C3CC(C)=O)cc2)cc(OC)c1OC (configuration not stated)	0.1	-391
54	COc1ccc(Cc2c(-c3ccc(C)cc3)nc3cc(C)c(Br)c(C)n23)c(C)c1	-0.9	12
55	COc1ccc(CN2C(=O)CCC2(C)c2nnnn2-c2ccc3c(c2)OCCO3)cc1 (configuration not stated)	-1.1	14
56	COc1cccc(C(C(=O)NCc2ccccc2)N2CCN(C(=O)C3CCCO3)CC2)c1OC (configuration not stated)	-0.7	28
57	CCCCNC(=O)C[C@@H]1C[C@@]2(C(=O)OCC)CCC=C2N(Cc2ccco2)C1=O	0.3	-3
58	O=C(C[n+]1ccc(C(=O)c2ccccc2)cc1)Nc1cccc([N+](=O)[O-])c1	3.0	16
59	CCC(=O)N1CCC1(C)C(=O)Nc1cccc(OC)c1OC (configuration not stated)	1.0	7
60	CCCCNC(=O)C1(C)CCCCCN1Cc1cc2ccccc2o1 (configuration not stated)	-0.5	8
61	Cc1cccnc1C1=NOC(Cc2ccccc2)C(=O)N1Cc1ccc(F)cc1 (configuration not stated)	-0.1	-2
62	CC(=O)Nc1ccc(-c2ccnc3c2CC(C(=O)Nc2cccc(N(C)C)c2)O3)cc1 (configuration not stated)	-0.8	9
63	O=C(Nc1cccnc1)C1Cc2c(-c3ccco3)ccnc2O1 (configuration not stated)	-0.8	17
64	CC(O)(c1ccc(F)c(F)c1)c1nc(-c2ccccc2)cs1 (configuration not stated)	1.0	12

# Arranged by molar mass (rising): some entries from above.
cpd	SMILES	MPTP block	SENP8 inh
59	CCC(=O)N1CCC1(C)C(=O)Nc1cccc(OC)c1OC (configuration not stated)	1.0	7
60	CCCCNC(=O)C1(C)CCCCCN1Cc1cc2ccccc2o1 (configuration not stated)	-0.5	8
57	CCCCNC(=O)C[C@@H]1C[C@@]2(C(=O)OCC)CCC=C2N(Cc2ccco2)C1=O	0.3	-3

# (further entries)
cpd	SMILES	MPTP block	SENP8 inh
65	COc1ccc(Cc2c(-c3ccc(F)cc3)nc3ccc(Br)cn23)c(C)c1	-0.7	-128
66	CCCCN(C=O)c1c(CC)nc2ccc(C(=O)NCCc3ccccn3)cn12	1.6	-61
67	FC(F)(F)c1ccccc1Cc1c(C2CCCCC2)nc2c3ccccc3ccn12	1.6	-84
68	COc1cccc(S(=O)(=O)Nc2ccc(C(O)(C(F)(F)F)C(F)(F)F)cc2)c1	-1.8	5
69	CCCNC(=O)C1(C)CCN1C(=O)Cc1ccc(-c2ccccc2)cc1 (configuration not stated)	0.0	15
70	O=c1[nH]cc(F)c(=O)n1C1OC(CO)C(O)C1O (configuration not stated)	-1.2	6
71	CC1(C(=O)Nc2cccc3ccccc23)CCN1C(=O)Cc1ccc(Cl)cc1Cl (configuration not stated)	0.2	13
72	Cc1ccc(OCCN2CCC2(C)C(=O)Nc2ccc3c(c2)OCO3)cc1 (configuration not stated)	-1.3	18

# Values by screen from above.
# Nos. 68–72 in MPTP block read -1.8, 0.0, -1.2, 0.2, -1.3
# Nos. 68–72 in SENP8 inh read 5, 15, 6, 13, 18

# The main list resumes; the four compounds before the break are reprinted first.
cpd	SMILES	MPTP block	SENP8 inh
69	CCCNC(=O)C1(C)CCN1C(=O)Cc1ccc(-c2ccccc2)cc1 (configuration not stated)	0.0	15
70	O=c1[nH]cc(F)c(=O)n1C1OC(CO)C(O)C1O (configuration not stated)	-1.2	6
71	CC1(C(=O)Nc2cccc3ccccc23)CCN1C(=O)Cc1ccc(Cl)cc1Cl (configuration not stated)	0.2	13
72	Cc1ccc(OCCN2CCC2(C)C(=O)Nc2ccc3c(c2)OCO3)cc1 (configuration not stated)	-1.3	18
73	CC1(C(=O)NC2CCN(Cc3ccccc3)CC2)CCN1Cc1ccc2ccccc2c1 (configuration not stated)	1.2	24
74	c1cc(-c2ccc(N3CCOCC3)cc2)n2ccnc2c1	-0.3	-493
75	Cc1ccc(S(=O)(=O)N2[C@@H](CO)CO[C@H]2CC(=O)c2ccccc2)cc1	-0.9	23
76	COCCN1C(=O)c2ccccc2C1c1nc2ccccc2[nH]1 (configuration not stated)	-2.8	7
77	COc1ccc(C(NC(=O)C2CCN(CCCc3ccccc3)CC2)c2cccs2)cc1 (configuration not stated)	1.8	21
78	CC(=O)OCC(=O)C1(O)CCC2C3CCC4CC(O)CCC4(C)C3C(=O)CC21C (configuration not stated)	-1.9	-6
79	CCCCNC(=O)c1[nH]c(C2CCNCC2)nc1-c1cccc(C(F)(F)F)c1	5.5	12
80	COc1ccc(-c2cc(NC=O)c3ncc(-c4cc(OC)c(OC)c(OC)c4)n3c2)c(OC)c1	0.6	-481
81	CC(C)(C)c1nc2ccc(Cl)cn2c1CC1CCCCC1	0.5	1
82	CCCNC(=O)C1(C)CCN(CCS(=O)(=O)c2ccc(C)cc2)C1 (configuration not stated)	0.1	16
83	CN(C)Cc1csc(NC(=O)Nc2ccccc2-c2ccccc2)n1	2.7	-5
84	CNc1cncc(-c2ccc(NS(C)(=O)=O)cc2)n1	1.5	-479
85	CSc1ccc(Cn2c(C)c(C(=O)NCc3ccc4c(c3)OCCO4)sc2=O)cc1	-0.9	10
86	COc1cc(CNC(=O)Nc2nnc([C@@H]3C[C@H](O)[C@@H](CO)O3)s2)cc(OC)c1OC	0.1	9
87	COc1ccccc1CCC(=O)Nc1ccc2c(c1)c(=O)n(C)n2-c1cccs1	0.6	-42
88	CCCCCNC(=O)C(c1cccc2ccccc12)n1c(=O)c(-c2ccco2)nc2ccccc21 (configuration not stated)	-0.9	-395
89	COc1ccc(NC(=O)C2(C)CCN2C(=O)CC2CCCC2)cc1OC (configuration not stated)	0.1	7
90	OC[C@@H]1CN(Cc2ccccc2)C[C@H](n2cnc3c(Nc4ccccc4)ncnc32)O1	-0.9	-144
91	CCc1nc2ccc(C(=O)NCCN3CCNC3=O)cn2c1N(C)Cc1ccc(OC)cc1	-0.2	10
92	COc1cccc(CCOC(=O)c2c(-c3ccsc3)oc3c2C(OC(C)=O)CCC3)c1 (configuration not stated)	0.4	-230
93	COc1ccccc1CNC(=O)Nc1nc(C(N)CCc2ccccc2)cs1 (configuration not stated)	11	16
94	O=C(/C=C/[C@H]1O[C@@H](n2ccc(=O)[nH]c2=O)[C@H](O)[C@@H]1O)NCCCc1ccccc1	-2.3	18
95	CC1=C(C(=O)N2CCCCCC2)CC(CC(=O)NCCN2CCOCC2)C(=O)N1CCC1=CCCCC1 (configuration not stated)	1.3	8
96	CCC(C(=O)NCc1ccccc1)n1c(Cc2cc(F)cc(F)c2)nc2ccccc21 (configuration not stated)	2.2	6
97	COc1ccc(C(NC(=O)C2CCN(CCc3ccccc3)CC2)c2ccccn2)cc1 (configuration not stated)	-0.7	10
98	CC(C)(O)C1=C[N+](=O)CC=C1	-2.0	4
99	CC1(C(=O)NS(=O)(=O)C2CC2)CCCN(C(=O)COc2ccccc2)C1 (configuration not stated)	-1.6	8
100	CCOc1ccc(-c2cnc3cccnn23)cc1	0.5	i
101	CC(C)c1ccc(NC(=O)C2Cc3c(-c4ccc5c(c4)OCO5)ccnc3O2)cc1 (configuration not stated)	0.4	-65
102	CC1(C(=O)Nc2cccc(C#N)c2)CCN1C(=O)C/C=C/c1ccccc1 (configuration not stated)	-1.5	26
103	COc1ccc(-c2cc(NC(C)=O)c3ncc(-c4ccc(F)cc4)n3c2)cc1OC	-1.1	-352
104	CCc1nc2ccc(C(=O)N(C)Cc3ccco3)cn2c1N(CC)Cc1cccc(Br)c1	-0.5	8

# Assay outcomes as filed in PubChem.
